FBW7 act: activators of human E3 ligase FBW7. actives 0.13% (n = 650,000). normalized activity (activation), % at 26.1 µM. AlphaScreen FBW7–phospho-cyclin E peptide binding, activator screen. Q969H0. AID 1259310; in the data active = normalized activity above about 1.9%;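 note: purified mutant Fbw7 with reduced substrate affinity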
GPR151 ag: human GPR151 activation. PathHunter beta-arrestin GPR151 cells, luminescence. actives 1% (n = 650,000). activation, % at 11.2 µM. AID 1508602; in the data active = activation above about 4.9%;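 note: 0% = median of compound wells and 100% = cells with positive control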
Target sequence (Q8TDV0 whole entry, looked up): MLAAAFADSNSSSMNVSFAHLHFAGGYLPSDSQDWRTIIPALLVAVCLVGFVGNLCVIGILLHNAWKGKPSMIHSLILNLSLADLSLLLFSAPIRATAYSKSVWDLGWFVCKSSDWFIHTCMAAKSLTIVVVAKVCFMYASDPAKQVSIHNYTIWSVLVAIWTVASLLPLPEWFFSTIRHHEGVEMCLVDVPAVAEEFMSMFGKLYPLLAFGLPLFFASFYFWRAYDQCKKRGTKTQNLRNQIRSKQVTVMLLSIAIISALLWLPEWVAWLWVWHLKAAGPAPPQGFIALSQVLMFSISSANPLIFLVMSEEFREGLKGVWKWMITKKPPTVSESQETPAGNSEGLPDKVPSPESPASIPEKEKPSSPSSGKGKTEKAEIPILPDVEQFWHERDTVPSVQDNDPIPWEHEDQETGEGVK
MITF primary: inhibitors of human MITF; AlphaScreen MITF homodimerization, bead proximity signal; inhibition, % at 2.6 µM; actives 0.91% (n = 650,000); in the data active = inhibition above about 50%;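 note: 0% = vehicle wells with protein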
Target sequence (O75030 whole entry, looked up): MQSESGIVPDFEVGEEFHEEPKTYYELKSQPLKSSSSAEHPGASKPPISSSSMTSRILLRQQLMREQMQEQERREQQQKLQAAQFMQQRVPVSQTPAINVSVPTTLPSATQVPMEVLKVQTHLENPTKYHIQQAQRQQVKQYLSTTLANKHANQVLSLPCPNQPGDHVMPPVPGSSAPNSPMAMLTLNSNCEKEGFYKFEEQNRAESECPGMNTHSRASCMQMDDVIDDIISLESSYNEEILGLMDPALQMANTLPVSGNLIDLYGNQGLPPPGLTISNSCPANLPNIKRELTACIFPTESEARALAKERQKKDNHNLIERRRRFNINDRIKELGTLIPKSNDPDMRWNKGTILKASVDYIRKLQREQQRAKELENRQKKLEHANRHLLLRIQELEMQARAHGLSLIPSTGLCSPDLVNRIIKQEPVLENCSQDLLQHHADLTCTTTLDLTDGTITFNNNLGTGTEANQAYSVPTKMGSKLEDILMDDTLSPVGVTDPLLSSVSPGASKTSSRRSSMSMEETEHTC
TEAD-YAP block: TEAD-YAP interaction inhibition; HEK-TIYL cells, TEAD-Gal4/YAP UAS-luciferase luminescence; inhibition, % at 9.12 µM; actives 1.4% (n = 640,000); in the data active = inhibition above about 32%;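 note: 0% = median of test compound wells and 100% = reference inhibitor wells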
Active calls of the source: *; & = joins results of further samples.

The first 4 compounds, ahead of the listing:
SMILES	FBW7 act	GPR151 ag	MITF primary	TEAD-YAP block
COC(=O)c1cccc2c1NC(c1ccc([N+](=O)[O-])cc1)C1CC=CC21 (configuration not stated)	-0.1	0.1	-1	-1
CCCCn1c(SCCC(=O)O)nc2c1c(=O)[nH]c(=O)n2C	-0.1	-0.7	5	6
Cc1onc(C(=O)NCc2ccccn2)c1[N+](=O)[O-]	-0.2	2.4	2	3
CCOc1ccccc1-n1c(CNc2ccc(C)cc2)nnc1SCC(N)=O	0.7	-0.3	-1	-6

Main list, previewed entries included:
SMILES	FBW7 act	GPR151 ag	MITF primary	TEAD-YAP block
COC(=O)c1cccc2c1NC(c1ccc([N+](=O)[O-])cc1)C1CC=CC21 (configuration not stated)	-0.1	0.1	-1	-1
CCCCn1c(SCCC(=O)O)nc2c1c(=O)[nH]c(=O)n2C	-0.1	-0.7	5	6
Cc1onc(C(=O)NCc2ccccn2)c1[N+](=O)[O-]	-0.2	2.4	2	3
CCOc1ccccc1-n1c(CNc2ccc(C)cc2)nnc1SCC(N)=O	0.7	-0.3	-1	-6
O=C(CCc1nc2cccnc2n1-c1ccccc1)NCCc1cccs1	-0.2	-0.2	7	3
N#CCSC1=Nc2ccccc2C2=NC(CC(=O)NCc3ccco3)C(=O)N12 (configuration not stated)	-0.1	-0.3	-6	-8
COc1ccc(-c2nc(NC3CC3)nc(OC)n2)cn1	0.4	-0.4	8	-3
N#CCC(=O)Nc1ccc(F)cc1	0.1	-0.1	-10	-5
CC(=O)Nc1nnc(SCC(=O)Nc2ccc(C(C)C)cc2)s1	0.0	-0.5	9	-3
CCN(CC)C(=O)C1CCCN(c2cccc(C(=O)NCCOc3ccccc3)n2)C1 (configuration not stated)	0.0	2.1	-1	-42
CC(C)CNS(=O)(=O)c1ccc(S(=O)(=O)NC(C)c2cccs2)cc1 (configuration not stated)	0.5	-0.5	7	5
O=C1CN=C2c3ccccc3N=C(SCc3cccc([N+](=O)[O-])c3)N12	0.1	-0.2	-12	-1
O=C(O)CCC(=O)c1ccc(Cl)cc1	0.1	0.7	6	9
O=C(O)c1ccc(CN(Cc2ccc(Br)cc2)C(=S)Nc2ccccc2Cl)cc1	-0.2	-0.8	-4	11
CCn1c(=S)ccc2ccc(OC)cc21	0.3	1.4	0	-17
c1cc2c(cc1CNc1nc3nonc3nc1NCc1ccc3c(c1)OCO3)OCO2	0.0	0.5	-7	-7
CC(C)CN(C)C(=O)CCc1nnc(Cc2ccc(-c3ccccc3)cc2)o1	-0.1	0.7	-14	-19
Cc1ccc(C2CC(C(F)(F)F)n3ncc(C(=O)Nc4cccc(C)c4)c3N2)cc1 (configuration not stated)	-0.1	0.4	6	2
Cn1c(Cc2ccccc2)nn(CN2CCOCC2)c1=S	-0.1	-0.5	-23	8
C=CCn1c(=O)c2ccccc2n2c(SCC(=O)NC3CCCCCC3)nnc12	-0.1	0.5	3	-13

Some of the entries so far, comma-delimited:
SMILES,FBW7 act,GPR151 ag,MITF primary,TEAD-YAP block
N#CCSC1=Nc2ccccc2C2=NC(CC(=O)NCc3ccco3)C(=O)N12 (configuration not stated),-0.1,-0.3,-6,-8
COc1ccc(-c2nc(NC3CC3)nc(OC)n2)cn1,0.4,-0.4,8,-3

Other compounds.
SMILES	FBW7 act	GPR151 ag	MITF primary	TEAD-YAP block
COc1ccc(NC(=O)COc2ccc(OCc3ccccc3)cc2)cc1S(N)(=O)=O	0.0	-5.8	8	-8
COC(=O)c1c(C)[nH]c(C)c1-c1cccc2ccccc12	-0.2	0.8	8	9
CCOCCCn1c(SCc2c(F)cccc2Cl)nc2ccccc2c1=O	0.0	2.0	-2	7
Cc1cc(C)c2c(=O)[nH]c(SCC(=O)Nc3cccc(S(=O)(=O)N(C)C)c3)nc2n1	-0.1	0.8	2	-5
C(=N\Nc1nnnn1-c1cccc2ccccc12)/c1ccc(OCc2ccccn2)cc1	0.1	-0.2	69*	14
O=S(=O)(Nc1ccccc1)c1ccc(NS(=O)(=O)c2ccc(Cl)s2)cc1	0.5	-1.3	15	0
Cc1ccc(Cl)cc1NC(=O)Cn1c2ccccc2c2nc(=O)cc(C)n21	-0.1	-0.2	7	3
C[n+]1cn(CC(O)COC2CCCCC2)c2ccccc21 (configuration not stated)	0.0&-0.1	0.1&-0.6	0&-3	-3&-1
CCOC(=O)c1cc(S(=O)(=O)NCc2ccccc2OC)cn1C	-0.2	-0.1	7	7
Cc1cc(C)cc(N2CC34C=CC(O3)C(C(=O)OCC(=O)NCc3ccco3)C4C2=O)c1 (configuration not stated)	0.1	-0.6	6	3
CCC(C)N1CCN(S(=O)(=O)c2ccc([N+](=O)[O-])cc2)CC1 (configuration not stated)	0.1	0.9	16	-5
Cc1cccc(/C=C2\N=C(c3ccc(C(C)(C)C)cc3)OC2=O)c1	0.1	-0.6	6	11
CCN1/C(=C2\SC(=S)N(CC(=O)O)C2=O)C=Cc2ccccc21	-0.2	-0.7	17	5
COc1ccc(-c2nnc(SCC(=O)Nc3ccc(C)c(Cl)c3)nc2-c2ccc(OC)c(OC)c2)cc1OC	0.4	-0.9	0	7
O=C(O)CCC(=O)N1CCSc2ccccc21	0.0	-0.2	8	5
O=C(CSc1nnc(-c2ccc(F)cc2)c(-c2ccc(F)cc2)n1)Nc1ccccc1Cl	0.2	1.2	8	12
O=C(NCCCN1CCOCC1)c1ccc2nc3[nH]c4ccccc4c3nc2c1	0.5	0.6	17	-5
Cc1cccc(-c2nc3ccccc3c(=O)n2NCc2cc(Br)ccc2O)c1	0.1	0.6	6	7
CC1CCCCC1NC(=O)CCCN1C(=O)c2ccccc2C1=O (configuration not stated)	0.3	1.2	11	4
O=C(NC1CCCCCCC1)c1ccc2c(c1)N(Cc1ccccc1F)C(=O)CS2	-0.1	-0.1	-3	-3
CCCCOC(=O)c1cc(-c2ccc(Cl)cc2)nc2c(C)cccc12	1.3	1.3	24	3
CCCN1C(=O)/C(=C/c2ccc(OCC(=O)OC)c(OC)c2)NC1=S	0.0	-0.6	-10	0
C=CCNC(=O)c1c(C)nc2ccc(Br)cn12	0.3	0.3	10	6
Cc1oc2cc(OCc3ccccc3)ccc2c(=O)c1Oc1ccccc1	-0.1	1.0	3	4
COc1ccc(OC)c(S(=O)(=O)N2CCC3(CC2)CC(=O)c2ccccc2O3)c1	0.1	0.9	-8	1
Cc1c(C2=N/C(=C/c3ccc(F)cc3)C(=O)O2)cccc1[N+](=O)[O-]	-0.1	0.0	0	-2
COC(=O)c1ccc(N2C(=O)CC(SCC(=O)Nc3ccc(C)c(C)c3)C2=O)cc1 (configuration not stated)	-0.2	1.7	1	4
Cc1cc(NC(=O)CNCCCN(C)C)no1	0.0	0.5	65*	7
O=C1N/C(=C\c2ccccc2F)C(=O)N1Cc1ccc(Cl)cc1	0.5	-0.2	14	14
CCOc1ccc(N(C(C)C(=O)Nc2ccccc2C(F)(F)F)S(C)(=O)=O)cc1 (configuration not stated)	-0.2	-1.0	-5	4
C/C(=N\NC(=O)/C(=C\c1ccc2c(c1)OCO2)NC(=O)c1ccccc1)c1ccc(F)cc1	-0.1	-0.3	-7	2
O=C(COc1ccc2ccccc2c1)NNC(=O)c1ccncc1	0.0	-1.4	2	-11
COc1ccc([C@@H](C)NCc2c(C(=O)N3CCOCC3)nc3ccccn23)cc1	-0.2	-0.5	2	13
CCOc1ccc(N(CC(=O)NC2CC3CCC2C3)S(=O)(=O)c2ccc(SC)cc2)cc1 (configuration not stated)	0.1	0.3	-20	5
Cc1ccc(CNC(=O)C(C)(C)C)cc1	0.1	0.7	51	3
Cc1nc2ccc(S(=O)(=O)CCC(=O)NCc3ccc(Cl)cc3)cc2s1	-0.1	3.3	-2	6
COc1ccc(/C=C2\C(=O)N(c3ccc(Cl)cc3)C(c3ccc(F)cc3)S2(=O)=O)c(OC)c1 (configuration not stated)	0.3	0.2	9	-1
Cc1nonc1C(=O)N/N=C/c1cccc([N+](=O)[O-])c1	0.5	-4.7	2	-9
CCCCOc1ccc(C(C)NC(=O)C2CCCN(S(=O)(=O)CCC)C2)cc1 (configuration not stated)	0.4	-0.2	1	1
CC(NC(=O)CCCn1c2ccccc2c2cn[nH]c(=O)c21)c1ccccc1 (configuration not stated)	0.1	-0.8	3	5
CCOC(=O)c1[nH]c(C)c(CN(C(=O)c2ccccc2Cl)c2ccc(F)cc2)c1C	-0.2	-0.1	-3	-5
Cc1cc(C)c2nc(NC(=O)c3ccncc3)sc2c1	-0.1	-2.1	12	-8
CC(C)C(C(=O)O)N1C(=O)C2C3c4ccccc4C(c4ccccc43)C2C1=O (configuration not stated)	0.0	-1.1	8	-5
Fc1cccc(CSc2nc(Nc3ccc4c(c3)OCO4)c3ccccc3n2)c1	0.2	5.0*	-2	3
COC(=O)C1=C(C)N(CCc2ccccc2)C(=O)/C1=C\c1cccs1	-0.3	0.6	3	9
CCN1CCN(C(c2cccs2)c2nnnn2C(C)(C)CC)CC1 (configuration not stated)	1.4	0.5	7	2
O=C(NNc1ccccc1)c1ccccc1Br	-0.1	2.5	-1	-1
Cc1ccccc1NC(=O)c1c[nH]c(=O)n(-c2ccc(Cl)cc2)c1=O	0.1	1.1	-15	10
Cc1nc2sccn2c1C(=O)Nc1ccccc1Oc1ccccc1	0.2	-0.2	10	-3
COc1cc(-c2cnc3c(NCc4ccncc4)nccn23)cc(OC)c1OC	-0.5	0.2	-1	-8
Nc1nccc(-c2ccc3nc(CCOc4ccc(CC(=O)NC5CC5)cc4)[nH]c3c2)n1	0.1	1.5	13	-1
CCOC(=O)C1(CC)NC(c2ccccc2F)C2C(=O)N(C)C(=O)C21 (configuration not stated)	-0.1	-0.2	3	2
CCN(CC)CCNC(=O)COc1ccc(Cl)cc1	0.1	-0.8	-20	1
O=C(CC1C(=O)N(c2ccccc2)C(=S)N1Cc1ccc2c(c1)OCO2)Nc1ccc(Cl)cc1 (configuration not stated)	0.0&0.1	0.0&0.5	5&-9	-3&6
Cc1ccc(-c2c(C(=O)NCC(C)C)oc(=O)c3ccccc23)cc1	0.0	-1.2	-7	1
COc1ccccc1NS(=O)(=O)c1cc(C(=O)c2ccc(Br)cc2)ccc1C	-0.1	4.8	2	1
C[C@H](O)[C@H]1NC(=O)[C@H]2CN(Cc3cnn(-c4ccccc4)c3)CCN2C1=O	-0.3	1.7	13	0
COC1(OC)N=C(N)C2(C#N)C(c3ccc(Cl)cc3)C12C#N (configuration not stated)	-0.1	-0.8	17	-4
CSc1nc(-c2ccccc2)c(C#N)c(=O)n1C	0.1	1.4	11	3
O=[N+]([O-])c1ccc(-n2nnnc2SCc2cccc(Cl)c2)cc1	-0.5	0.7	14	-3
New compounds follow
SMILES	FBW7 act	GPR151 ag	MITF primary	TEAD-YAP block
CC(=O)C1=C(C)Nc2ncnn2C1c1ccccc1F (configuration not stated)	0.1	-1.2	15	7
COc1ccccc1OCC(=O)Nc1nccs1	-0.2	-8.1	4	15
O=C(NCCCN1CCOCC1)C(=O)NCC1OCCN1C(=O)c1ccc2c(c1)OCO2 (configuration not stated)	0.0	-0.2	-3	-6
O=C(OCc1ccco1)c1cccc(S(=O)(=O)N2CCOCC2)c1	-0.1	-0.7	7	1
CCCCOc1ccc(C2/C(=C(\O)c3ccc(OCC)cc3C)C(=O)C(=O)N2c2nc(C)c(C(=O)OCC)s2)cc1 (configuration not stated)	0.0	-1.6	-5	-10
O=C(NO)c1sc2ccccc2c1Cl	-0.1	0.5	-4	4
CCOC(=O)C1=C(CC)OC(N)=C(C#N)C1c1ccc(CC)cc1 (configuration not stated)	0.4	-0.1	36	2
CN(C)CCCNS(=O)(=O)c1ccc2ccccc2c1	0.3	-1.1	-45	8
CCNC(=O)CN(c1ccccc1C)S(=O)(=O)c1ccc(C)cc1	0.0	0.3	-6	-8
Cc1ccc(N2C(=O)c3ccc(C(=O)Nc4cccc(O)c4)cc3C2=O)cc1C	-0.1	-0.1	-2	0
Oc1ccc(/C=N/Nc2nnc(-c3ncc[nH]3)c3ccccc23)cc1	0.1	1.8	11	0
COc1ccc(C(=O)N2CCN(C(=O)c3ccccc3F)CC2)cc1	-0.2	0.5	-3	6

Part of the list above, showing only TEAD-YAP block.
molecule	TEAD-YAP block
COC(=O)c1ccc(N2C(=O)CC(SCC(=O)Nc3ccc(C)c(C)c3)C2=O)cc1 (configuration not stated)	4
Cc1cc(NC(=O)CNCCCN(C)C)no1	7
O=C1N/C(=C\c2ccccc2F)C(=O)N1Cc1ccc(Cl)cc1	14
CCOc1ccc(N(C(C)C(=O)Nc2ccccc2C(F)(F)F)S(C)(=O)=O)cc1 (configuration not stated)	4
C/C(=N\NC(=O)/C(=C\c1ccc2c(c1)OCO2)NC(=O)c1ccccc1)c1ccc(F)cc1	2
